mIDH1 inhibitor – inhibitors of human mutant IDH1 R132H; O75874; IDH1-R132H enzyme, NADPH consumption, diaphorase/resazurin fluorescence; Potency, µM (doses to about 76.6 µM), inactives show at the top dose activity change, negative = inhibition, hits mostly inhibitors; 0.093% of 390,000 active; further: potency means the concentration at half of the fitted maximal effect; on the % scale 0 is the no-effect control and ±100 the full control effect; nearly all actives have a fitted effect of over 65% in size
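IDH1-R132H (0.5 ug/mL dispensed) in pH 7.5 Tris buffer was preincubated 30 min with compound, then given a substrate mix of 0.016 mM NADPH and 2 mM alpha-KG for 80 min at room temperature; remaining NADPH was read by diaphorase/resazurin fluorescence.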
USP1 inh – inhibitors of human USP1/UAF1 deubiquitinase; Potency, µM (doses to about 57.1 µM), without a hit: at the top dose activity change, negative = inhibition, actives largely listed as inhibitors; O94782; 0.23% of 390,000 active; recombinant USP1/UAF1, Ub-Rhodamine cleavage fluorescence; AID 743255; further: potency means the concentration at half of the fitted maximal effect; on the % scale 0 is the no-effect control and ±100 the full control effect; nearly all actives have a fitted effect of over 60% in size; inactives centre near -12
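USP1/UAF1 complex at 1 nM was preincubated with compound for 15 min at room temperature, then Ub-Rho substrate (150nM final) was added. Fluorescence (480/540 nm) was read kinetically, 6 reads every 60 seconds.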
PI4K2A inh – PI4K2A (human) kinase inhibition | Q9BTU6 | purified PI4K2A, ADP-Glo luminescence, 1 h; stronger effect = lower value | activity change, negative = inhibition, % at 76.9 µM | 0.13% of 420,000 active; in the data active means activity change below about -50%; inconclusive means mostly about -30% to -49%;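 further: -100% = wells without enzyme as full effect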
Target sequence (Q9BTU6 whole entry, looked up): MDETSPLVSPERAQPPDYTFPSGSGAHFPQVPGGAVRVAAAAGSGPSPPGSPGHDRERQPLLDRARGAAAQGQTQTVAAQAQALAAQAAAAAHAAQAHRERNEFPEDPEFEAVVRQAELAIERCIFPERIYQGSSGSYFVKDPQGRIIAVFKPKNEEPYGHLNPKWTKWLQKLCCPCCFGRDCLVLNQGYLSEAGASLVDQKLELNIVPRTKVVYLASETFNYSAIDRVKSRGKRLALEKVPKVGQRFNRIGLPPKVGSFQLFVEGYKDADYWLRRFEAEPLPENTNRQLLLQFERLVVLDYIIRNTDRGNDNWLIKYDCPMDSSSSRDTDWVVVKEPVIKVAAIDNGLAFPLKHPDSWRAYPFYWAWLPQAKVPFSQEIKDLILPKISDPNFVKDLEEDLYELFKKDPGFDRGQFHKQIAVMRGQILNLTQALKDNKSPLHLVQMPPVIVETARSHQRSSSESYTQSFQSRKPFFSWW
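ADP-Glo luminescence measured ADP generated by PI4K2A enzyme (4 ug/mL before mixing) with 1.2 mM PI substrate (pre-mix) and 300 microM ATP (pre-mix). Tris pH7.5 buffer with MgCl2, Triton X-100; 1 h reaction at ambient temperature.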
TrxR1 substrate – rat thioredoxin reductase 1 substrate activity; purified TrxR1 substrate turnover, NADPH consumption readout; Potency, µM (top dose mostly 114 µM), inactives show at the top dose activity change, negative = substrate turnover; 0.01% of 390,000 active; further: potency means the concentration at half of the fitted maximal effect; on the % scale 0 is the no-effect control and ±100 the full control effect; nearly all actives have a fitted effect of over 50% in size
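Rat TrxR1, dispensed at 90 nM, was prereduced with 400 uM NADPH (final) for 5 min at ~22 deg C, then incubated with compound 15 min before 400 uM selenite. A first-read NADPH fluorescence drop versus no-compound background flagged substrates.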
D2 ag – agonists of human D2 dopamine receptor; HEK293 T-REx D2 cells, calcium flux agonist mode; activation, % at 2 µM; 0.53% of 340,000 active;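 active means activation over 3 SD above normal in the single-dose calcium agonist read, cut at about 30% in these data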; further: 0% is about no effect
Target sequence (P14416 whole entry, looked up): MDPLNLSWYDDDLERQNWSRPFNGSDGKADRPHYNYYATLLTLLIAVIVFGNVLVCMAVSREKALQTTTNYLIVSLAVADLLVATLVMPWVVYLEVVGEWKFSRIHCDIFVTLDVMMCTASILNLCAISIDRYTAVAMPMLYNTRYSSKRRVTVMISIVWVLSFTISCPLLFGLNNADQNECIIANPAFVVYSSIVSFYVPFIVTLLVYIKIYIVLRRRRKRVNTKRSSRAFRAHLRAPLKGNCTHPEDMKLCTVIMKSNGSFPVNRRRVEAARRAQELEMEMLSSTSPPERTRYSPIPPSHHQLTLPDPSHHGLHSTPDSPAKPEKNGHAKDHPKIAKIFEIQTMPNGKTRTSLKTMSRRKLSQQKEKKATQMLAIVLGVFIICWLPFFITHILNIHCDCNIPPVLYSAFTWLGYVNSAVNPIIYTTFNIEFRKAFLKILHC
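HEK293 Trex D2 cells, tetracycline-induced, o/n 30 C 5% CO2; no-wash Ca dye, RT 30–90 min; 10-cycle baseline, 23 nl cpd added, kinetic Ca read 180 s; agonist hits = positive Ca response.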
TRHR agonist – agonists of human TRH receptor | P34981 | TRHR cells, calcium flux fluo-8, FDSS agonist mode | activation, % at 2 µM | 0.18% of 360,000 active | AID 493084; in the data active means activation above about 30%; further: 0% is about no effect
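Steps: seed TRHR cells overnight; add fluo-8 no-wash Ca dye, RT 30 min–1.5 h; record 10 s baseline; pin-transfer compounds; monitor fluorescence 1 cycle/s for the agonist window. Calcium increases flag candidate agonists.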
rTrxR1 inhibitor – blocks rat thioredoxin reductase 1 | AID 588453 | Potency, µM (highest dose often 114 µM), for the others: at the highest dose activity change, negative = inhibition, hits mostly inhibitors | recombinant rTrxR1, NADPH fluorescence consumption, selenite substrate | O89049 | 1% of 390,000 active; further: potency means the concentration at half of the fitted maximal effect; on the % scale 0 is the no-effect control and ±100 the full control effect; nearly all actives have a fitted effect of over 65% in size
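Rat TrxR1 (90 nM in the dispensed reagent) was pre-reduced with 400 uM NADPH for 5 min at room temperature, then incubated with compound for 15 min. After 400 uM selenite was added, NADPH fluorescence (Ex 340/Em 450 nm) was followed for 8 min.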
D2 antagonist – antagonizes the human D2 dopamine receptor; P14416; HEK293 TREx D2 cells, calcium flux, dopamine EC80; inhibition, % at 10 µM; 2% of 340,000 active; AID 485344; in the data active means inhibition above about 30%; further: 0% is about no effect
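Calcium flux kinetic readout in an inducible HEK293 TREx D2 line plated overnight at 30 C. After 180 s compound exposure, an EC80 dopamine challenge follows with another 180 s kinetic read to detect antagonism.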
TRHR PAM – TRH receptor (human) allosteric enhancement; P34981; TRHR cells, fluo-8 calcium fluorescence, EC20 TRH enhancement; enhancement, % at 2 µM; 0.66% of 360,000 active; in the data active means enhancement above about 30%; further: 0% is about no effect
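Enhancer read-out: after compound pinning and an initial kinetic agonist-mode read, an EC20 of TRH (10 nM final) was injected and fluo-8 calcium signal (Ex 480/Em 530) followed at 1 s/cycle for 100 cycles in TRHR-expressing cells.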
Numbers without * were called inactive; ? = inconclusive; nt = no result given; & = joins results of further samples; [ ] = another dose, or the depositor's remark. Unless noted, the call rests on the fitted dose curve; in most records, active means well fitted inhibition curve with a large enough effect; inconclusive means small, poorly fitted or top-dose-only effect; inactive means no such curve, though single readings can be large or run the other way.

No.	mol	mIDH1 inhibitor	USP1 inh	PI4K2A inh	TrxR1 substrate	D2 ag	TRHR agonist	rTrxR1 inhibitor	D2 antagonist	TRHR PAM
1	CCOc1cc(OCC)cc(C(=O)NCCCN2CCOCC2)c1	4%	-12%	4	5%[57.1 µM]	0.1	-0.1	30%[57.1 µM]	-8	-2
2	O=[N+]([O-])c1cc(F)c(N2CCCCC2)cc1N1CCOCC1	10%	-16%	1	-1%	0.2	-0.7	-14%	-19	1
3	COc1ccc(-c2csc(NC(=O)c3cc(C)on3)c2C#N)cc1OC	5%	-19%	5	-8%	0.0	-0.3	5%	16	-4
4	CCOC(=O)c1cccc(NC(=O)c2cc(C)nc3c2c(C)nn3-c2ccc(C)cc2)c1	7%	-16%	-1	40%[activator]	1.0	1.0	73%[activator]	nt	-1
5	CCOC(=O)C1=C(CN2CCC(C)CC2)NC(=O)NC1c1ccc(F)cc1 (configuration not stated)	2%	5%	-1	1%	-1.5	0.3	1%	nt	7
6	O=[N+]([O-])c1ccc(Nc2ccc(N3CCOCC3)cc2)c([N+](=O)[O-])c1	22%	0%	-2	-7%	0.2	0.7	1%[57.1 µM]	-16	2
7	CCOC(=O)Cn1c2ccccc2c2nc3ccccc3nc21	10%	-14%	1	13%[57.1 µM]	-0.1	-1.0	0%[57.1 µM]	-1	5
8	CCOc1ccc(NC(=O)CCN2C(=O)c3ccccc3C2=O)cc1	10%	1%	1	2%	1.6	-0.3	29%	-13	7
9	CCN(C(=O)c1coc(=O)c2ccccc12)c1ccccc1C	24%	-17%	-2	11%[2.29 µM]	-0.7	-0.3	14%	nt	7
10	COc1cccc(NC(=O)c2cc3c(-c4ccc(Cl)cc4)nn(C)c3s2)c1	5%	-12%	-4	30%	-0.5	-0.2	34%[activator]	nt	-3
11	COc1cccc(CNc2cccc3cccnc23)c1O	6%	?	-12	-5%	-0.7	-1.9	?	-16	-2
12	CC1CCCN(c2ccc(C(=O)NCc3ccco3)cc2[N+](=O)[O-])C1 (configuration not stated)	15%	-18%	0	1%[57.1 µM]	-0.8	0.1	1%[57.1 µM]	-5	-3
13	COCCn1c(-c2ccc(C)cc2)nc2c(c(=O)c3ccccc3n2C)c1=O	4%	-12%	-4	12%	nt	nt	18%	nt	nt
14	O=C1CCN(C(=O)/C=C/c2ccccc2)c2ccccc21	1%	-2%	-1	3%[57.1 µM]	-0.2	-2.9	9%[57.1 µM]	20	8
15	O=C(O)c1sccc1NC(=O)c1c(Cl)cccc1Cl	-12%	-25%	1	-10%	-1.5	0.6	-14%	0	0
16	Cc1cc(C)c(NC(=O)C2CCN(S(=O)(=O)c3c(C)noc3/C=C/c3ccccc3F)CC2)c(C)c1	-6%	-19%	-4	4%[57.1 µM]	-1.2	-0.2	17%[57.1 µM]	nt	-7
17	COc1ccc(CNC(=S)N2CCN(S(=O)(=O)c3cccc(F)c3)CC2)cc1	10%	-12%	0	3%	1.3	1.3	28%	3	-4
18	COc1ccc(C(=O)c2sc(Nc3ccccc3)nc2N)cc1	11%&-11%	-13%&3%	-4&-5	1%	1.3&0.2	0.8&1.4	7%	6	8&10
19	CCOC(=O)N1CCN(C(=O)c2c(C)nn(-c3cccc(C)c3)c2-n2cccc2)CC1	-4%	?	-2	-2%[57.1 µM]	nt	-0.5	3%[57.1 µM]	nt	-1
20	COc1ccc(CCNC(=O)c2csc3c2CCCC3)cc1OC	14%	-27%	8	0%	-0.8	-0.7	6%	18	4
21	CC(=O)/C(=C/Nc1ccc(Oc2ccccc2)cc1)c1ccccc1	2%	-8%	-3	-6%	0.2	-0.3	6%	10	-9
22	Cc1noc(C)c1COC(=O)c1ccccc1Oc1ccccc1	1%	-9%	11	-14%	0.5	-1.4	-17%	-20	20
23	O=C(Nc1cccc(F)c1)c1cccc(S(=O)(=O)N2CCOCC2)c1	10%	-18%	-10	7%	-0.4	1.5	9%	-18	3
24	Cc1ccc(NC(=O)c2cc(NC(=O)c3ccco3)ccc2N2CCOCC2)cc1	-2%	-10%	-9	3%	0.0	-1.4	-3%	-14	5
25	CCOC(=O)c1c(-c2ccccc2)nc2ccccn12	2%	-13%	-7	3%	-0.5	-0.4	-1%	5	-1
26	CC(=O)NS(=O)(=O)c1ccc(N=c2ssc3c2-c2ccc(C)cc2NC3(C)C)cc1	?	-20%	-6	-4%	-1.1	-1.5	-13%	-11	-4
27	Cc1ccccc1NS(=O)(=O)c1ccc(C(=O)NCC(c2ccco2)N2CCCCC2)cc1 (configuration not stated)	5%	-12%	-5	-15%	-0.2	-0.8	-15%	-14	-1
28	CCOc1ccc(/C=N/NC(=O)c2ccc(Cn3cc([N+](=O)[O-])cn3)o2)cc1	-4%	-4%	1	-4%	0.2	-0.5	8%	20	-1
29	CC1CCN(S(=O)(=O)c2ccc3ncn(CC(=O)N(C)C4CCCCC4)c(=O)c3c2)CC1	0%	-4%	1	-5%	0.7	-0.5	15%[57.1 µM]	-5	-7
30	COc1ccc(C(=O)NCc2nnc(SCC(=O)Nc3ccccc3)n2-c2ccccc2)cc1	-6%	1%	3	6%	-0.6	0.0	29%	nt	0
31	COC(=O)c1ccccc1NC1OC(=O)c2ccccc21 (configuration not stated)	17%	-17%	-2	40%[activator]	0.1	0.4	1%	3	1
32	COc1ccccc1NC(=O)Cn1nnc(C(=O)NCc2ccc3c(c2)OCO3)c1N	1%&3%	-14%&-14%	-2&-9	-3%&-2%	-1.4&-0.3	0.0&-1.8	3%&10%	-3	26&21
33	CNS(=O)(=O)c1cccc(C(=O)OCC(=O)N(Cc2ccccc2)C(C)(C)C)c1	1%	-4%	2	-3%	-1.8	-0.4	8%	15	-9
34	O=C(CSc1nnc(CNc2ccc(F)cc2)o1)N1CCCc2ccccc21	18%	-8%	-2	-8%	-1.0	-0.1	1%	6	-5
35	COc1ccc(-c2cc(C(=O)NCCCN3CCOCC3)no2)cc1	17%	-2%	2	11%[0.0914 µM]	1.0	-0.4	23%[0.0914 µM]	-2	0
36	CN(C(=O)C1=CC(c2ccc3c(c2)OCO3)=NS(=O)(=O)N1C)c1ccccc1	16%	-31%	-4	-6%	0.3	0.2	3%	nt	5

Molecules from the list above with an aryl thioether with sulfur outside any ring, in the order listed:
No.	mol	mIDH1 inhibitor	USP1 inh	PI4K2A inh	TrxR1 substrate	D2 ag	TRHR agonist	rTrxR1 inhibitor	D2 antagonist	TRHR PAM
30	COc1ccc(C(=O)NCc2nnc(SCC(=O)Nc3ccccc3)n2-c2ccccc2)cc1	-6%	1%	3	6%	-0.6	0.0	29%	nt	0
34	O=C(CSc1nnc(CNc2ccc(F)cc2)o1)N1CCCc2ccccc21	18%	-8%	-2	-8%	-1.0	-0.1	1%	6	-5

Compounds shown so far that contain two or more sulfur atoms (2):
No.	mol	mIDH1 inhibitor	USP1 inh	PI4K2A inh	TrxR1 substrate	D2 ag	TRHR agonist	rTrxR1 inhibitor	D2 antagonist	TRHR PAM
17	COc1ccc(CNC(=S)N2CCN(S(=O)(=O)c3cccc(F)c3)CC2)cc1	10%	-12%	0	3%	1.3	1.3	28%	3	-4
26	CC(=O)NS(=O)(=O)c1ccc(N=c2ssc3c2-c2ccc(C)cc2NC3(C)C)cc1	?	-20%	-6	-4%	-1.1	-1.5	-13%	-11	-4

Single records (already shown). Values in the order: mIDH1 inhibitor, USP1 inh, PI4K2A inh, TrxR1 substrate, D2 ag, TRHR agonist, rTrxR1 inhibitor, D2 antagonist, TRHR PAM
`O=C(CSc1nnc(CNc2ccc(F)cc2)o1)N1CCCc2ccccc21` is listed with 18%, -8%, -2, -8%, -1.0, -0.1, 1%, 6, -5
`CNS(=O)(=O)c1cccc(C(=O)OCC(=O)N(Cc2ccccc2)C(C)(C)C)c1` is listed with 1%, -4%, 2, -3%, -1.8, -0.4, 8%, 15, -9
`COC(=O)c1ccccc1NC1OC(=O)c2ccccc21` (configuration not stated) is listed with 17%, -17%, -2, 40%[activator], 0.1, 0.4, 1%, 3, 1
`CN(C(=O)C1=CC(c2ccc3c(c2)OCO3)=NS(=O)(=O)N1C)c1ccccc1` is listed with 16%, -31%, -4, -6%, 0.3, 0.2, 3%, nt, 5
`COc1ccc(-c2cc(C(=O)NCCCN3CCOCC3)no2)cc1` is listed with 17%, -2%, 2, 11%[0.0914 µM], 1.0, -0.4, 23%[0.0914 µM], -2, 0

Bioassay records (PubChem)
